# Cl transport mod: KCC2 cotransporter modulators, thallium flux, primary screen, cell-based, HEK293 KCC2, FluoZin-2 fluorescence, MLSMR. Solute carrier family 12 member 5 (Homo sapiens), Q9H2X9. KCC2 cells, thallium flux FluoZin-2 fluorescence. B-score of Tl+ flux slope (higher = more flux/activation; lower = inhibition) at 10 µM. hit rate 2.2% among 190,000;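 active means thallium flux slope and its plate-corrected score both differing from the plate sample mean at a set confidence after two filtering rounds, in either direction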;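 further: slope of fluorescence scaled to starting intensity during 10 to 20 s after thallium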
# TNF death inh: inhibitors of TNF-alpha triggered necroptosis, primary screen, cell-based, Jurkat FADD-/-, single concentration. Jurkat FADD-/- TNF necroptosis rescue, ATP luminescence, 24 h; 0 = TNF only, 100 = no-TNF cells. activation (protection from cell death), % at 10 µM. hit rate 0.068% among 220,000. AID 463075, 2010;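 active means activation, meaning protection from cell death, of at least 50% relative to plate controls; inactive means activation below 50%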;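 further: necroptosis triggered by 40 ng/mL TNF-alpha added together with compound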
# zVAD death inh: inhibitors of zVAD-triggered necroptosis, primary screen, L929 cells; L929 zVAD necroptosis rescue, ATP luminescence, 24 h; with zVAD 60 µM; viability rescue, % at 10 µM; hit rate 0.38% among 220,000;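 active means activation, scaled between plate controls, above about 75%, limit read from the data; inactive means activation under that limit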;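 further: 0% = zVAD with DMSO and 100% = DMSO alone without zVAD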
# Hck-Nef inh: inhibitors of Nef-activated human Hck kinase, primary screen, biochemical, Z-Lyte FRET, 384-well, Hck-YEEI. Tyrosine-protein kinase HCK (Homo sapiens), P08631. inhibition, % at 20 µM. Recombinant Hck-YEEI plus Nef, Z-Lyte FRET kinase assay. hit rate 0.68% among 220,000;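 active means Hck-Nef kinase inhibition above about 50%, limit read from the data; inactive means inhibition below that limit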;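 further: 0% = DMSO with Hck plus Nef and 100% = Hck alone without Nef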
# FXIa inh: human FXIa protease inhibitors, primary screen, biochemical, 1536-well. Coagulation factor XI (Homo sapiens), P03951. purified FXIa, Boc-Glu-Ala-Arg-AMC fluorogenic substrate. inhibition, % at 5 µM. hit rate 0.14% among 220,000;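 active means inhibition of at least 40%; inactive means inhibition below 40%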;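 further: fluorescence of freed AMC excited at 355 nm; 0% = enzyme without compound and 100% = no enzyme blank; many of its hits are not listed in these tables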
# Target sequence (P03951 19-387 limits assumed): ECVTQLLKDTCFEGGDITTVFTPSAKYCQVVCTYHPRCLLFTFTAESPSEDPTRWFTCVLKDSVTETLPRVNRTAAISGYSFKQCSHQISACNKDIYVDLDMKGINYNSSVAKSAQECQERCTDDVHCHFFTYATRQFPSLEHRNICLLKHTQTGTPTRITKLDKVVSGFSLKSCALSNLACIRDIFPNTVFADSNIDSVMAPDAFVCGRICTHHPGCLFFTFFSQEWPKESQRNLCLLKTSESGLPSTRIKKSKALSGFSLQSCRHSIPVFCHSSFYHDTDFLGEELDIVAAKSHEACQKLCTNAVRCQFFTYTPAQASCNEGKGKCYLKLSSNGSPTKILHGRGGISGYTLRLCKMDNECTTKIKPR
# Target sequence (P03951 388-625 limits assumed): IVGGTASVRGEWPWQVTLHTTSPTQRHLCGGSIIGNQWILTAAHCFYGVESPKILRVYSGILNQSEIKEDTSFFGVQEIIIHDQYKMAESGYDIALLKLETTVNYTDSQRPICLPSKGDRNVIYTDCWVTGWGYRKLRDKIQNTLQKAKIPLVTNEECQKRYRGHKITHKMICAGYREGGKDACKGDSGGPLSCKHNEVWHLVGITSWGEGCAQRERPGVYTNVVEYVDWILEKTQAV
# hK5 inh: human KLK5 protease inhibitors, primary screen, biochemical, 1536-well; recombinant hK5, fluorogenic AMC substrate cleavage; inhibition, % at 5 µM; hit rate 0.59% among 210,000;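 active means inhibition of 40% or more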;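 further: 0% = enzyme controls without compound and 100% = no-enzyme blanks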
# FXIIa inh 1536: human FXIIa protease inhibitors, primary screen, biochemical, 1536-well | Coagulation factor XII (Homo sapiens), P00748 | hit rate 0.3% among 220,000 | inhibition, % at 5 µM | AID 800, 2007 | purified FXIIa, Boc-QGR-AMC fluorogenic substrate, 2 h; in the data active means inhibition above about 40%;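 further: 0% = enzyme with no compound and 100% = blank without enzyme; many of its hits are not listed in these tables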
# Rad51 HR inh: human RAD51 strand exchange inhibitors, primary screen, biochemical, fluorescence; AID 1385, 2008; hit rate 0.085% among 200,000; DNA repair protein RAD51 homolog 1 (Homo sapiens), Q06609; hRad51 DNA strand exchange, fluorescence dequenching; inhibition, % at 10 µM;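 active means inhibition above 40% at the single screening dose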;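 further: 0% = DMSO control wells and 100% = blanks with heterologous ssDNA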
# Target sequence (Q06609 whole entry, looked up): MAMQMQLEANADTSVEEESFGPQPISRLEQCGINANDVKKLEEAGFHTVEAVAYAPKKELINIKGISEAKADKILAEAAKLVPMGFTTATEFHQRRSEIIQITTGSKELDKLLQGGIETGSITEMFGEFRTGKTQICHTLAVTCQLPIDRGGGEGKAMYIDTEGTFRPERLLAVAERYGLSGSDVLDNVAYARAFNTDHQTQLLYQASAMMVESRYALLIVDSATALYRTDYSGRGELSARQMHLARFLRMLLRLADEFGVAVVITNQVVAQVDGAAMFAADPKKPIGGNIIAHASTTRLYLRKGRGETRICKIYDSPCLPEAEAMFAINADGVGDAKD
#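 Test system: preformed human Rad51 ssDNA filaments. Compound dosing: single dose, 10 µM final compound. Incubation: filaments 15 min 37 °C, then compound 30 min. Technique: FRET fluorescence dequenching, excitation 485 nm, emission 520 nm. Read-out basis: percent inhibition from fluorescence, normalised to plate control and blank means. Benchmarks: plate controls and plate blanks.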
# thrombin 1536: human alpha-thrombin inhibitors, primary screen, counter-screen for coagulation protease inhibitor project, biochemical, 1536-well, fluorogenic AMC substrate | Boc-VPR-AMC fluorogenic substrate cleavage | inhibition, % at 5 µM | hit rate 0.26% among 220,000 | Prothrombin (Homo sapiens), P00734;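 active means inhibition at or above 40%; inactive means inhibition below 40%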;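 further: 0% = enzyme with no compound and 100% = wells without enzyme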
#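 Material: Human alpha-thrombin protein | Buffer or medium: pH 7.5 Tris-saline with Tween 20 | Reagent: Boc-VPR-AMC substrate, 15 µM final | Schedule: Reaction at ambient temperature | Detection: AMC fluorescence at 355 nm excitation and 460 nm emission | Evaluation: Percent inhibition scaled between no-compound controls and no-enzyme blanks | Controls: no-compound enzyme wells and no-enzyme blanks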
# * hit, by the source's call; i = inactive; / = no result given.
# Start of the data: the first 9 records, to show the layout:
compound	Cl transport mod	TNF death inh	zVAD death inh	Hck-Nef inh	FXIa inh	hK5 inh	FXIIa inh 1536	Rad51 HR inh	thrombin 1536
CCN(CC)c1ccc(C=C2C(=O)N(C)C(=S)N(C)C2=O)o1	-2.97	0.4	0.3	6.4	6.8	-17.8	9.4	-209.5	-6.5
COCc1ccc(CN2CCCC(C(=O)c3sccc3C)C2)o1 (centres undefined)	-0.0559	1.2	-0.1	0.8	-2.3	-3.5	6.5	-10.5	-9.3
N/C(=N\[N+](=O)[O-])N1CCN(C(=O)c2ccccc2)CC1	0.647	0.6	0.7	22.9	1.5	1.2	8.9	-36.9	-7.8
CCOP(=O)(OCC)C(NC(=O)c1ccc(C)cc1)C(Cl)(Cl)Cl (centres undefined)	0.217	1.1	/	-14.4	6.6	-5.8	12.8	/	3.7
O=c1[nH]c(O)c(/C=C2\C=NN=C2c2ccccc2)c(=O)[nH]1	-1.36	-0.3	-0.2	9.5	-8.4	-1.8	9.3	/	0.5
CCCCCCC(=O)c1c(O)n(-c2ccccc2OC)c(=O)[nH]c1=O	-0.18	0.7	0.2	3.7	7.7	-20.9	6.0	1.4	1.2
Cc1ccc2c(CN3CC=C(c4ccccc4)CC3)cc(=O)oc2c1C	-2.84	1.4	1.5	0.6	4.3	-5.3	9.3	-4.0	-4.4
CN(C)C(Cc1ccccc1)C(=O)c1cccs1 (centres undefined)	-0.633	0.4	-0.4	-5.0	-4.5	-5.2	/	-0.1	-2.1
Cc1cccc(OP(N)(N)=O)c1C	-0.756	0.0	-0.1	-20.6	14.7	-17.1	4.0	-3.1	1.7

# The listing (from the top)
compound	Cl transport mod	TNF death inh	zVAD death inh	Hck-Nef inh	FXIa inh	hK5 inh	FXIIa inh 1536	Rad51 HR inh	thrombin 1536
CCN(CC)c1ccc(C=C2C(=O)N(C)C(=S)N(C)C2=O)o1	-2.97	0.4	0.3	6.4	6.8	-17.8	9.4	-209.5	-6.5
COCc1ccc(CN2CCCC(C(=O)c3sccc3C)C2)o1 (centres undefined)	-0.0559	1.2	-0.1	0.8	-2.3	-3.5	6.5	-10.5	-9.3
N/C(=N\[N+](=O)[O-])N1CCN(C(=O)c2ccccc2)CC1	0.647	0.6	0.7	22.9	1.5	1.2	8.9	-36.9	-7.8
CCOP(=O)(OCC)C(NC(=O)c1ccc(C)cc1)C(Cl)(Cl)Cl (centres undefined)	0.217	1.1	/	-14.4	6.6	-5.8	12.8	/	3.7
O=c1[nH]c(O)c(/C=C2\C=NN=C2c2ccccc2)c(=O)[nH]1	-1.36	-0.3	-0.2	9.5	-8.4	-1.8	9.3	/	0.5
CCCCCCC(=O)c1c(O)n(-c2ccccc2OC)c(=O)[nH]c1=O	-0.18	0.7	0.2	3.7	7.7	-20.9	6.0	1.4	1.2
Cc1ccc2c(CN3CC=C(c4ccccc4)CC3)cc(=O)oc2c1C	-2.84	1.4	1.5	0.6	4.3	-5.3	9.3	-4.0	-4.4
CN(C)C(Cc1ccccc1)C(=O)c1cccs1 (centres undefined)	-0.633	0.4	-0.4	-5.0	-4.5	-5.2	/	-0.1	-2.1
Cc1cccc(OP(N)(N)=O)c1C	-0.756	0.0	-0.1	-20.6	14.7	-17.1	4.0	-3.1	1.7
CCCCN(Cc1ccccc1)C1CCN(CCc2ccccc2)CC1	0.00186	2.8	-0.7	2.7	4.2	-11.4	14.9	6.3	-1.7
CCNCC1(c2ccc(OC)c(OC)c2)CCCC1	1.55	-1.1	0.0	2.4	1.5	20.5	6.6	/	-5.1
COc1cc(/C=C2\C(=O)NC(=O)N(c3ccccc3)C2=O)c([N+](=O)[O-])cc1OC	1.36	-1.5	0.1	33.0	-4.0	-7.3	1.7	-57.4	4.8
CC[N+](C)(CC)CCCOC(=O)C(O)(c1ccccc1)C1CCCCC1 (centres undefined)	1.29	-1.2	0.3	2.8	1.8	0.7	11.8	-0.3	0.2
CNC(=O)c1cccn(Cc2cc(C(F)(F)F)cc(C(F)(F)F)c2)c1=O	-1.16	-4.7	0.7	14.1	2.9	8.1	16.1	12.7	1.2
CCC(=NCc1cccnc1)c1c(O)n(Cc2ccccc2)c(=O)[nH]c1=O	-1.07	-4.3	-0.5	0.6	1.2	9.5	13.0	-7.6	5.2
CCOC(=O)C(NC(=O)CC)(Nc1ccc(C(O)(C(=O)OCC)C(F)(F)F)cc1C)C(F)(F)F (centres undefined)	-0.345	-1.0	-0.2	-2.7	0.2	3.3	18.3	5.2	2.3
Cc1onc(-c2c(Cl)cccc2Cl)c1C(=O)Nc1ccc2c(C(F)(F)F)cc(=O)oc2c1	0.202	1.5	0.8	-3.3	-4.9	-13.0	-5.3	-4.7	-15.2
Cc1nn(Cc2ccccc2)c(C)c1C(=O)OCC(=O)Nc1ccccc1SCC#N	0.000249	-0.1	-0.3	3.7	3.3	-8.8	18.2	-36.7	2.1
CCOc1ccc(C2SCC(=O)Nc3c2c(C)nn3C2CCOC(C)(C)C2)cc1 (centres undefined)	-0.222	-0.2	0.3	-1.4	-3.3	-10.7	21.4	1.4	-0.3
CO[C@H]1[C@@H](OC)CC(OC2OC(CO)C(O)C(O)C2O)/C(=C\C#N)[C@@H]1O (some centres undefined)	0.236	1.2	1.6	-3.9	8.0	-2.6	13.9	-9.8	2.9
CC1(C)CC(n2[nH]c(=O)c3c2NC(=O)CSC3c2ccccc2)CCO1 (centres undefined)	/	1.0	-0.1	0.1	-11.5	-0.2	0.4	5.8	-4.7
CC(C)N1OC2CC1c1nc3ccccc3n1C2 (centres undefined)	0.172	0.7	0.6	9.2	-2.2	-5.2	4.3	-9.2	-5.0
CCC(=O)O[C@@H]1[C@@H](OC(C)=O)[C@@]2(O)C(C[C@H](O)C2(C)C)[C@](C)(O)[C@H]2CC[C@@H]3[C@@H](O)[C@]12C[C@@]3(C)O (some centres undefined)	0.173	0.5	2.7	-2.9	5.6	-5.9	15.0	-14.1	5.5
CC[C@@]1(O)C(=O)OCc2c1cc1n(c2=O)Cc2cc3c(NC(=O)CN)cccc3nc2-1	-0.153	-27.9	0.5	-47.7	1.2	-10.8	-5.8	-22.0	-5.6
COc1ccc(CNC(=O)/C=C/c2ccc3[nH]cc(CCN(C)C)c3c2)cc1	0.00128	0.5	-1.3	32.9	0.8	-1.6	6.6	-1.9	0.1
C=C1N2CCC(CC2)C1(O)c1ccccc1C (centres undefined)	-0.0642	1.7	3.0	4.7	1.6	4.9	11.4	-7.7	5.1
[N-]=[N+]=NCc1cn2cccnc2n1	-0.0114	1.7	1.4	7.9	0.0	-2.8	2.6	6.7	/
CC(C)(C)n1cccc1/C=C1\C(=O)NC(=O)N(c2ccccc2)C1=O	-0.202	0.0	1.6	5.5	7.8	1.7	5.0	1.2	-5.3
CC(Cc1ccccc1)NC(=O)Cc1ccc(N(C)C)cc1 (centres undefined)	-0.742	0.6	0.8	3.6	0.9	-12.1	11.6	8.7	-9.2
O=C(Oc1ccc([N+](=O)[O-])cc1)N1CCC(N2CCCCC2)CC1	0.0607	2.4	1.7	-5.5	5.8	-7.4	12.5	-7.9	-2.8
COC(=O)C(O)(c1ccc(NC(=O)c2ccco2)c(OC)c1)C(F)(F)F (centres undefined)	0.199	-1.9	1.4	10.3	-3.2	-9.9	-16.9	-8.6	0.8
Cc1ccc(N(C)C(=O)Oc2cccc3cccnc23)cc1	0.411	-1.6	0.2	-8.6	-40.9	3.8	17.7	-8.9	3.8
CCN(CC)C(=O)c1ccc(NC(=O)c2ccc(-c3nn(C)c(=O)c4ccccc34)cc2)cc1	0.0254	-0.2	0.3	9.4	0.3	/	6.5	/	1.4
O=P(Nc1ccccc1)(Nc1ccccc1)Oc1ccccc1	0.747	-3.3	/	0.7	22.2	32.7	17.8	/	23.4
O=C(/C=C/c1c[nH]c2ccccc12)c1c(O)n(CCc2ccccc2)c(=O)[nH]c1=O	i	0.1	0.6	-17.1	7.0	11.9	5.2	i	-0.3
COc1cc(CC2(CCc3ccncc3)C(=O)N(C)C(=O)N(C)C2=O)cc(OC)c1OC	0.438	0.9	0.6	18.8	2.1	4.8	9.6	-3.7	-12.7
O=C(NC1CONC1=O)OCC(Cl)(Cl)Cl (centres undefined)	/	1.9	0.4	-0.3	-4.9	-12.3	6.4	2.6	-6.8
CCOc1ccc(CC2(CCc3ccncc3)C(=O)NC(=O)NC2=O)cc1	-0.179	1.2	5.7	15.9	-5.2	-4.2	1.1	-4.7	-7.2
CN1CCN(c2c(F)cc([N+](=O)[O-])c(N)c2Br)CC1	-0.283	2.8	1.4	-2.6	-5.9	-24.7	-7.2	6.0	-0.7
COc1ccc2c(CCN)c[nH]c2c1	-0.0675	-6.7	1.6	-17.3	1.3	5.1	11.3	0.2	5.2
Cc1ccc(-c2nc3ccccc3c(=O)n2-c2cc(C)ccn2)cc1	0.988	-3.4	-0.3	0.3	3.9	2.7	15.5	/	5.1
CCC/C(=N\O)c1c[nH]c2ccccc12	/	0.6	3.1	-0.2	9.9	2.4	14.8	/	-1.9

# An excerpt from above in order of molar mass, low to high:
compound	Cl transport mod	TNF death inh	zVAD death inh	Hck-Nef inh	FXIa inh	hK5 inh	FXIIa inh 1536	Rad51 HR inh	thrombin 1536
CCNCC1(c2ccc(OC)c(OC)c2)CCCC1	1.55	-1.1	0.0	2.4	1.5	20.5	6.6	/	-5.1
COc1cc(/C=C2\C(=O)NC(=O)N(c3ccccc3)C2=O)c([N+](=O)[O-])cc1OC	1.36	-1.5	0.1	33.0	-4.0	-7.3	1.7	-57.4	4.8
CCC(=O)O[C@@H]1[C@@H](OC(C)=O)[C@@]2(O)C(C[C@H](O)C2(C)C)[C@](C)(O)[C@H]2CC[C@@H]3[C@@H](O)[C@]12C[C@@]3(C)O (some centres undefined)	0.173	0.5	2.7	-2.9	5.6	-5.9	15.0	-14.1	5.5

# Compound activity: PubChem BioAssay, several laboratories

# This is a subset; count on the stated rates, not on these rows.
